Screens (PubChem)
ASAP1 GAP inh = blocks human ASAP1-stimulated Arf1 GTP hydrolysis; Q9ULH1; GDP FP detection; inhibition, % at 16.5 µM; 360,000 compounds, 0.19% hits; AID 624377; in the data active = inhibition above about 25%;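 note: 0% = vehicle with enzyme and substrate and 100% = no enzyme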
GAA850 FXN act = frataxin GAA850 promoter activation. AID 540364. activation, % at 6 µM. HEK293 lucGAA850 FXN promoter luciferase reporter, 24 h; percent of 10 µM SAHA response. 360,000 compounds, 0.56% hits;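 active = activation above the average of all compounds screened plus 3 SD, cutoff fixed separately per campaign, cut at about 7.5% in these data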;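 note: 0% = DMSO wells and 100% = 10 µM SAHA wells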
GC-B act = GC-B (human) receptor activation; P20594; HEK293-GC-B cells, CNP EC30, cGMP TR-FRET; 0% at EC30 CNP, 100% saturating CNP; activation, % at 10 µM; 370,000 compounds, 0.11% hits;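 active = activation at 10 µM reaching about 35% in either raw or pattern-adjusted values, limit read from the data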
ADAM10 inh = ADAM10 inhibition, QFRET primary screen | O14672 | recombinant ADAM10, EDANS/DABCYL FRET peptide cleavage, 3 h | inhibition, % at 7 µM | 370,000 compounds, 0.62% hits | AID 720582;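 active = inhibition above a per-campaign cutoff equal to the mean of compounds falling between control-based bounds plus 3 SD, cut at about 20% in these data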;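 note: 0% = DMSO wells while the 100% control is not disclosed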
GC-A act = GC-A (human) enzyme activation; 370,000 compounds, 0.14% hits; HEK293 GC-A cells, cGMP TR-FRET, EC30 ANP; 0% at EC30 ANP, 100% saturating ANP; P16066; activation, % at 10 µM; in the data active = activation above about 40%
DDE Tn6 FP inh = DD(E)-Tn6 binding inhibition, primary FP screen; inhibition, % at 8.3 µM; P02675; 370,000 compounds, 0.21% hits; Fibrin DD(E) TRITC-Tn6 fluorescence polarization displacement; AID 720509;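 active = inhibition above a per-campaign cutoff: mean of compounds within control limits plus 3 SD, cut at about 15% in these data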;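 note: 0% = median of all compound wells on the plate and 100% = blocking peptide control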
rCAG binder = molecules binding r(CAG) RNA repeats; inhibition, % at 3 µM; r(CAG) RNA repeat, TO-PRO-1 dye displacement fluorescence; 370,000 compounds, 1.3% hits;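 active = inhibition above the plate cutoff, the mean of all test compounds on that plate plus 3 SD, cut at about 35% in these data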;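 note: 0% = DMSO alone and 100% = 100 µM mitoxantrone as full dye displacement; higher means more dye released from RNA so lower well fluorescence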
HGIII-sPLA2 inh = Inhibits HGIII-sPLA2 liposome hydrolysis, primary screen; AID 743126; 370,000 compounds, 0.56% hits; QFRET BODIPY PC-A2 liposome hydrolysis, fluorescence; inhibition, % at 12.2 µM; Q9NZ20;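 active = inhibition above mean plus 3 SD of compounds lying within the high and low control bounds, cut at about 19% in these data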;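 note: 0% = median of test compound wells and 100% = no enzyme DMSO wells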
Target sequence (Q9NZ20 whole entry, looked up): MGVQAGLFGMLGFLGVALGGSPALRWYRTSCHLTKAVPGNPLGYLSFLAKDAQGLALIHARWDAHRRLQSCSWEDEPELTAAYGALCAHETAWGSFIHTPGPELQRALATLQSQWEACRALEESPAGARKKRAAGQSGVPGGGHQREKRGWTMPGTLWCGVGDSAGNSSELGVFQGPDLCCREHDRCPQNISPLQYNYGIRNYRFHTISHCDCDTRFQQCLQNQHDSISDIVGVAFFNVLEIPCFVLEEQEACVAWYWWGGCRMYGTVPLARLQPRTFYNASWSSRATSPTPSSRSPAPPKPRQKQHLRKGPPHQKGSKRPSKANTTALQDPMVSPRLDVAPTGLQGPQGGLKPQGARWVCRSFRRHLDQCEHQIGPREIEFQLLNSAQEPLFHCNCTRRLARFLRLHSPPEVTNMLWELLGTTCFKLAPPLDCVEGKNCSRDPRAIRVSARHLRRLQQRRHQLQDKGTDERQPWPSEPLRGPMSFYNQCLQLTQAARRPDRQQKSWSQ
ARFGAP1 inhibitor = inhibitors of rat ARFGAP1; 360,000 compounds, 0.26% hits; inhibition, % at 16.5 µM; Arfgap1-stimulated ARF1 GTP hydrolysis, GDP FP detection; AID 651572;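 active = inhibition above a per-plate limit, mean inhibition of low control wells plus 3 SD, cut at about 25% in these data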;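 note: 0% = DMSO wells with enzyme and 100% = wells lacking Arfgap1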
Target sequence (Q62848 1-136 limits assumed): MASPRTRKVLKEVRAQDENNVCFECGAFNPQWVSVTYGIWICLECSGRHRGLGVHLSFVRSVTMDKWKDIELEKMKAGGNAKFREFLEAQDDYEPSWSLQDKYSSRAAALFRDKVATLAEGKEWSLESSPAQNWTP
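System: truncated rat Arfgap1 GAP domain / Medium: HEPES-based buffer, pH 7.5 / Also added: N-terminally truncated human ARF1-GTP substrate / Incubation: enzyme reaction 120 min at 25 °C after 20 min preincubation / Measured by: FP of antibody-bound GDP Alexa 633 tracer, ex 620/em 688 nm / Replicates: singlicate, each compound tested once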
KLK7 zymogen act = activates the human kallikrein-7 zymogen. P49862. purified proKLK7, EDANS-DABCYL substrate fluorescence; 100% is mature enzyme control, 0% vehicle. activation, % at 7 µM. 370,000 compounds, 0.9% hits;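 active = activation above the mean of all tested compounds plus 3 SD, computed per campaign excluding outliers beyond control limits, cut at about 13% in these data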
Target sequence (P49862 whole entry, looked up): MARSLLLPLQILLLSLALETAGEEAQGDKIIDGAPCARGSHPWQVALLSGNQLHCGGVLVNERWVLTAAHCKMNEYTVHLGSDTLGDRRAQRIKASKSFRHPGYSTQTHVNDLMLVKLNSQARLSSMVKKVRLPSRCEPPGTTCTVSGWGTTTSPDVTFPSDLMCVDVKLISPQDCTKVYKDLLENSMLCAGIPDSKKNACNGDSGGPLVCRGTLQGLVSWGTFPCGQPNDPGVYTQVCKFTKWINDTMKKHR
* = called active by the depositor.

SMILES	ASAP1 GAP inh	GAA850 FXN act	GC-B act	ADAM10 inh	GC-A act	DDE Tn6 FP inh	rCAG binder	HGIII-sPLA2 inh	ARFGAP1 inhibitor	KLK7 zymogen act
CN(C)S(=O)(=O)N1CCc2ccc(NC(=O)c3ccc(C(F)(F)F)cc3)cc2C1	-2	-3.2	4	-3	2	0	0	-2	5	-0.1
COc1cccc(/C=N/NC(=O)CNC(=O)/C=C\c2ccccc2)c1O	12	-1.8	4	-3	3	-1	5	-20	-8	-8.3
CCOC(=O)Cc1c(C)nc2c(-c3ccc(Cl)cc3)c(C)[nH]n2c1=O	14	0.1	7	-16	2	5	0	-6	-9	-2.9
COc1cc(NC(=O)CN2C(=O)CSc3ccc(S(=O)(=O)N4CCCC4)cc32)cc(OC)c1	-5	-2.0	-4	8	-5	11	5	-10	-7	0.6
Cc1ccc(S(=O)(=O)Nc2cccc(N(C)S(C)(=O)=O)c2)cc1[N+](=O)[O-]	-5	3.0	1	-6	2	-10	3	-5	5	-0.7
CC(C)N(Cc1ccccc1)C(=O)COC(=O)C1CCCCC1	-6	1.4	2	-2	1	8	-1	-8	-5	0.0
O=C(NC1CCN(S(=O)(=O)c2cccc(Cl)c2)CC1)C1CCCCC1	0	-0.2	4	0	-7	2	-1	-3	10	-0.7
CC1(CCc2ccccc2)NC(=O)N(Cc2cc([N+](=O)[O-])cc3c2OCOC3)C1=O (stereo not drawn)	-13	0.5	-3	6	-3	-6	-3	-2	5	0.1
Cc1ccc(S(=O)(=O)N(CC(=O)N/N=C/c2ccco2)c2cc(Cl)cc(Cl)c2)cc1	8	-0.5	1	3	-11	5	10	-3	-13	-0.8
N/C(=N\OC(=O)COc1ccccc1)c1ccc(Cl)cc1	11	3.1	-2	-4	-1	6	-3	-1	3	-0.3
CCOC(=O)N1CCN(C(=O)c2cc3c(=O)[nH]c4ccccc4c3s2)CC1	-9	-1.1	7	-68	5	-4	-2	-3	-3	0.8
CC(Sc1nc2ccccc2s1)C(=O)c1c(N)n(C)c(=O)n(C)c1=O (stereo not drawn)	9	2.2	3	5	1	5	0	7	-2	-0.2
CCNC(=S)NNC(=O)c1cccs1	-10	-0.2	2	-10	4	-2	-1	5	8	5.9
O=C(CNC(=O)c1cc(=O)[nH]c2ccccc12)Nc1ccc(F)c(F)c1	5	0.1	-4	-75	-1	-4	2	3	6	1.8
Cc1cc(NC(=O)CN2C(=O)NC(CCc3ccccc3)C2=O)no1 (stereo not drawn)	-9	-0.2	0	4	0	-4	1	1	8	0.0
O=S(=O)(c1ccc(Cl)nc1)N1CCCCC1	-11	-0.5	1	5	3	-9	1	6	-5	0.8
Cc1ccc(/C=C/C(=O)c2ccccc(=O)c2O)cc1C	-5	3.8	0	6	-2	-5	29	-7	-12	-0.6
S=C(NCc1cccnc1)Nc1cc(Cl)cc(Cl)c1	1	1.9	-3	12	5	-7	3	2	25*	-0.4
C=C(C)C(COc1c2occc2cc2ccc(=O)oc12)OC(C)(C)C(O)COc1c2occc2cc2ccc(=O)oc12 (stereo not drawn)	10	-1.0	-6	-17	-4	-7	-2	10	13	-0.3
CCCNC(=O)c1ccc2snnc2c1	-10	0.3	7	-10	4	3	4	5	18	-0.1
Cc1cccc2cc(C3CC(c4cccs4)=NN3C(=O)CCC(=O)O)c(Cl)nc12 (stereo not drawn)	-13	0.3	-6	-2	-4	-7	5	15	2	0.0
Cc1csc2nc(CNC(=O)c3cccc(C(F)(F)F)c3)cn12	12	1.9	-5	-5	6	-1	2	3	9	0.4
COc1ccc2[nH]c(=O)c(CN(C(C)=O)c3ccc(C)c(C)c3)cc2c1	18	-2.4	-9	-118	-31	8	-8	-2	-9	-0.2
COc1ccccc1C(=O)Nc1nnc(SCC(=O)Nc2ccc3c(c2)oc2ccccc23)s1	17	3.8	-3	7	3	5	4	-1	-1	0.1
COc1cc(C(=O)NNC(=O)COc2ccc(C)cc2)ccc1OCC(=O)N1CCOCC1	-4	0.3	2	-4	2	-1	-2	-2	-4	0.5
(continued)
SMILES	ASAP1 GAP inh	GAA850 FXN act	GC-B act	ADAM10 inh	GC-A act	DDE Tn6 FP inh	rCAG binder	HGIII-sPLA2 inh	ARFGAP1 inhibitor	KLK7 zymogen act
Cc1ccccc1CSc1ncnc2ccccc12	9	-0.2	-2	0	-5	-7	-2	5	14	-0.5
CC(=O)c1ccc(S(=O)(=O)N2CCCc3ccccc32)cc1	6	2.9	-9	5	1	-7	-2	-8	3	-0.4
O=C(COC(=O)c1c[nH]c(=O)[nH]c1=O)Nc1ccccc1	-26	4.5	0	-3	-2	-9	4	14	-1	-0.3
COc1cc(OC)c(C2Oc3nc(SC)nnc3-c3ccccc3N2C(C)=O)cc1OC (stereo not drawn)	1	0.9	-21	-20	-11	1	-3	-2	5	0.7
CN(C)CCCN1C(=O)C(O)=C(C(=O)c2cc3ccccc3o2)C1c1ccccc1 (stereo not drawn)	-13	0.0	2	-2	15	-3	-2	4	-6	-0.2
Cc1ccc2cc(C)c3nnc(SCC(=O)Nc4nc5c(s4)CCCC5)n3c2c1C	-11	-2.0	1	7	-6	-2	1	-33	27*	0.4
Cc1cc[n+](CC(=O)Nc2cc(C(F)(F)F)ccc2Cl)cc1	2	0.8	6	1	0	-5	-3	-2	2	0.3
CC1(C)CC(=O)C(C=Nc2ccc(N)cc2)=C(O)C1	8	-0.7	-5	-17	-2	1	3	6	-12	0.1
COc1ccccc1CNC(=O)C(=O)NCC1OCCN1C(=O)c1cccs1 (stereo not drawn)	3	-0.1	5	-1	1	4	-4	2	-3	0.0
Cn1c(=O)c2c(ncn2CC(=O)N2CCN(S(=O)(=O)c3ccc(F)cc3)CC2)n(C)c1=O	2	-2.3	2	-10	-1	-2	1	2	1	0.0
CN1C(=O)Cc2cc(S(=O)(=O)N3CCN(c4ccccc4F)CC3)ccc21	-11	-0.2	7	1	4	8	10	-22	-4	-0.4
O=C(NCc1cccnc1)C1CC(=O)N(C2CCCCC2)C1 (stereo not drawn)	-10	-1.6	0	8	-2	2	0	9	11	-0.7
CC(=O)c1cccc(NC(=O)CN2C(=O)NC(C)(c3ccc4c(c3)OCCCO4)C2=O)c1 (stereo not drawn)	2	3.0	5	-12	0	-1	3	7	-15	-0.1
O=C(CSc1nnnn1-c1ccccc1)NCc1cccs1	3	0.9	10	-1	6	5	-1	-7	6	0.2
c1ccc2cc(-c3cc4ccccn4c3)ccc2c1	-8	3.9	-3	-39	1	-1	17	-2	-24	0.5
Cn1ccs/c1=N\C(=O)Nc1cccc(C(F)(F)F)c1	-3	2.4	-1	-7	0	-1	-3	3	-3	0.4
O=C(Cn1ncnn1)OCc1ccccc1Cl	4	0.9	1	-2	1	4	0	3	0	-0.4
Cc1ccnc(Nc2nc(-c3ccc(O)cc3)cs2)c1	10	3.4	1	4	5	5	12	-11	4	0.4
O=S(=O)(N/N=C1\CC(c2ccccc2)Oc2ccccc21)c1ccccc1 (stereo not drawn)	-12	0.6	0	2	2	10	28	-18	3	-0.1
COc1cc(C(=O)NCc2nnc(SCC(=O)Nc3nc4ccccc4s3)o2)cc(OC)c1OC	-12	0.8	-3	-4	-1	-1	20	-12	0	1.0
CC(C)COC(=O)C(C#N)c1nc2ccccc2nc1N1CCN(Cc2ccc3c(c2)OCO3)CC1 (stereo not drawn)	-6	-2.1	-8	-25	-4	-2	1	4	-2	0.8
CSCCC(NC(=O)c1ccccc1)C(=O)NCCc1ccc2c(c1)OCCO2 (stereo not drawn)	1	0.1	-1	-5	-1	2	2	4	1	0.0
O=C(CCc1ccccc1)NNc1cc(N2CCCCC2)nc(N2CCCCC2)n1	-3	2.4	-4	6	2	-2	-4	5	-7	-0.2
COc1ccc(CNC/C=C/c2ccccc2)cc1	-7	1.2	-3	-9	-4	7	5	2	2	0.1
COc1ccc(/C=N/N=C/c2ccc(OC)c(O)c2)cc1O	2	0.8	1	-3	2	-2	2	-9	16	-0.5
Next entries
SMILES	ASAP1 GAP inh	GAA850 FXN act	GC-B act	ADAM10 inh	GC-A act	DDE Tn6 FP inh	rCAG binder	HGIII-sPLA2 inh	ARFGAP1 inhibitor	KLK7 zymogen act
O=C(NCc1ccc(Cl)cc1)N1CCOCC1	-16	1.7	3	2	1	-2	-2	2	-10	-0.4
CCC(C)NCCCCOc1cc(C)cc(C(C)C)c1 (stereo not drawn)	6	1.7	1	0	1	6	1	-3	0	-0.4
Cc1[nH][nH]c(=O)c1N=Nc1ccc(Br)c(Cl)c1	8	0.1	-11	2	-3	6	2	-5	-10	-0.2
CC(C)(C)NC(=S)Nc1cccc(C(F)(F)F)c1	-17	1.6	4	1	2	-4	-3	7	4	0.3
CCC(=O)c1ccc(OCC(O)CN2CCN(c3ccccn3)CC2)cc1 (stereo not drawn)	-1	-0.7	4	11	-1	3	-6	-4	-8	0.1
Cc1cccc(N(Cc2ccccc2)C(=O)CCl)c1	-2	-10	-6	-3	-20	1	-6	8	3	-0.8
CCCOc1ccc(-c2nnn(CC(=O)N3CCC(C)CC3)n2)cc1	-1	-0.4	2	-3	2	-4	-8	-4	2	0.1
COC(=O)Nc1ccc(S(=O)(=O)N(CCO)CC(F)(F)C(F)F)cc1	-5	-2.4	3	-3	0	-12	-4	6	8	0.1
O=C(Nc1ccc(Cl)c(Cl)c1)OCc1cccnc1	-7	3.0	-8	9	5	4	8	-3	5	0.1
C[C@H](NC(=O)c1ccco1)C(=O)NCCc1ccc(S(N)(=O)=O)cc1	-6	-0.2	4	10	5	-1	2	-3	-1	0.5
COC(=O)[C@@]12CCCCN1[C@H](c1ccc(-c3ccc(Cl)c(Cl)c3)cc1)[C@H]1C(=O)N(C)C(=O)[C@H]12	-1	-0.9	-4	4	0	-1	6	-9	10	-0.2
O=C(Nc1cccnc1)c1ccc2c(c1)C(=O)N(Cc1cccnc1)C2=O	0	-2.7	0	-7	0	5	-4	2	7	-0.1
CC(C(=O)NCC1(c2ccccc2)CCOCC1)N1CCOCC1 (stereo not drawn)	-7	-0.8	3	5	-2	1	0	-3	-4	0.0
CCOCCn1c(-c2ccccc2)nc2ccccc21	-11	2.3	2	-6	-1	9	-4	-2	-4	0.1
CC(C)(C)Nc1nc(-c2ccc3c(c2)CCN3C(=O)C2CC2)cs1	5	6.0	2	-11	1	-7	5	10	14	-0.3
Cc1ccc(C(=O)OCC(=O)c2c(N)n(C)c(=O)n(C)c2=O)cc1S(=O)(=O)N1CCCCC1	-4	1.1	0	-2	4	3	0	5	10	0.6
O=C(CSc1ccc(-c2ccc(-n3cccn3)cc2)nn1)Nc1ccccc1F	-11	2.1	-2	-3	-2	3	-2	-10	-3	-0.3
CCOC(=O)c1c(C)[nH]c(C(=O)N/N=C/c2cccc(OC)c2)c1C	16	-2.2	-4	-8	1	-4	3	-5	2	0.2
